# NOD2 RIPK2 PPI = blocks binding of human NOD2 to RIPK2. O43353. CHO BLA complementation NOD2-RIPK2, CCF4 ratio. 360,000 compounds, 0.38% hits. inhibition, % at 4.98 µM; in the data active = inhibition above about 21%;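 also: 0% = vehicle only and 100% = reference blocker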
# C8 TRAIL sens = sensitizes caspase-8 expressing cells to TRAIL; NB7+C8 cells + TRAIL, ATPlite viability luminescence; inhibition (viability loss, TRAIL sensitization), % at 10 µM; 360,000 compounds, 1% hits; AID 624354;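 active = compounds causing at least 50% loss of cell viability in the single-dose screen, relative to plate controls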
# NCOA1 inh = human NCOA1 inhibition; AID 588354; HEK293 GAL4-SRC1 luciferase reporter, luminescence; inhibition, % at 3.6 µM; Q15788; 360,000 compounds, 0.12% hits;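 active = inhibition above the campaign mean plus 3 SD, with each screening campaign given its own cutoff, cut at about 60% in these data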;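 also: 0% = DMSO treated cells and 100% = gossypol at 36 µM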
# NCOA3 inh = inhibitors of human steroid receptor coactivator 3 (SRC3). 360,000 compounds, 0.17% hits. HEK293 GAL4-SRC3 luciferase reporter, luminescence. AID 588352. inhibition, % at 3.6 µM. Q9Y6Q9;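 active = inhibition above a per-campaign cutoff, the mean of all compounds plus 3 SD, cut at about 60% in these data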;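 also: 0% = DMSO-treated cells and 100% = gossypol-treated cells at 36 µM; higher means less SRC3-driven luciferase light from the GAL4 reporter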
# Target sequence (Q9Y6Q9 whole entry, looked up, the tested form may be a part): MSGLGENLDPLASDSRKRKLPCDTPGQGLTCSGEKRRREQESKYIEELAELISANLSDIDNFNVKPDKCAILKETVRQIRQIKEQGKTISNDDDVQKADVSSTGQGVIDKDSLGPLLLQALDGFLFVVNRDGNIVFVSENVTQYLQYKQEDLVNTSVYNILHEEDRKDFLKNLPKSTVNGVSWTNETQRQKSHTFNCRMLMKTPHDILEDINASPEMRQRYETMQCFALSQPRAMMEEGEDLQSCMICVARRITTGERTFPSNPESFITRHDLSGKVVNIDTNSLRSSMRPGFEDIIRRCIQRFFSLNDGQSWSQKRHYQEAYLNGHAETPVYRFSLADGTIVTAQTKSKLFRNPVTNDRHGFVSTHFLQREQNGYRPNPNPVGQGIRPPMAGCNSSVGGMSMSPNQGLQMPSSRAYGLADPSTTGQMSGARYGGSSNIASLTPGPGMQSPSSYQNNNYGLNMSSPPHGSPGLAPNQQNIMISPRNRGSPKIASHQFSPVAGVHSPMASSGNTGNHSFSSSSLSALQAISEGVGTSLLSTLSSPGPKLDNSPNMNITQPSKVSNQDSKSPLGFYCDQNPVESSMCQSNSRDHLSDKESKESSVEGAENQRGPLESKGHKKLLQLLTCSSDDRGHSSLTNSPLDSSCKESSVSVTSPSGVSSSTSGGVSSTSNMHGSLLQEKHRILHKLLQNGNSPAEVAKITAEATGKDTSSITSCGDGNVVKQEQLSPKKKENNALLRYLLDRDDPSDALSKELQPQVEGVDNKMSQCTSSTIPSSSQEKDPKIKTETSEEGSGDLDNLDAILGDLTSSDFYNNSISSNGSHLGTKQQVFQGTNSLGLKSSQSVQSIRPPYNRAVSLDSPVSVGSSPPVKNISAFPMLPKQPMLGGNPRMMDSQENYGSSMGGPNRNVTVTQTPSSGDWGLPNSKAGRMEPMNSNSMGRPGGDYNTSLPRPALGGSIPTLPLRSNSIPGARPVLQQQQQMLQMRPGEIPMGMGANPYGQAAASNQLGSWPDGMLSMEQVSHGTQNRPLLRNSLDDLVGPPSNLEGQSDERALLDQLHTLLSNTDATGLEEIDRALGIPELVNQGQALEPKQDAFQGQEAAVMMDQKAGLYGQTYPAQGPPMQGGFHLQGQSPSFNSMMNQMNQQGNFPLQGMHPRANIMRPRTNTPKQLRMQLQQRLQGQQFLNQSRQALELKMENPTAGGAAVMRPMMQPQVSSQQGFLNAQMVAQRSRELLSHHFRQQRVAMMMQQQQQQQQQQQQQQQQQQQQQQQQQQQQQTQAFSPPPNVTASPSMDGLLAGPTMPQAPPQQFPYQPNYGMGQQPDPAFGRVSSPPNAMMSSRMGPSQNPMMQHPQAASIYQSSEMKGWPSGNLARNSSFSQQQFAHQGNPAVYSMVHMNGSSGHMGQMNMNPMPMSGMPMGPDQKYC
# Vif imaging = HIV Vif inhibition. HEK293T cells, Vif self-association by quenched fluorescence, imaging, 24 h. inhibition, % at 7.49 µM. 340,000 compounds, 0.35% hits; in the data active = inhibition above about 50%, passing the limit was not always enough; inconclusive = no clear call, values can overlap the other calls; inactive = below about 31%; also: some results filed as inactive read as strong as hits
# TROY signal inh = inhibitors of TROY-dependent NF-kB signaling | AID 1347056 | 360,000 compounds, 0.98% hits | Q293 LMP1-TROYcd NF-kB luciferase reporter, 4 h | inhibition, % at 10 µM;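 active = compounds whose plate-normalised and pattern-corrected inhibition of the luciferase reporter signal at the single screening dose is 50% or more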
# COUP-TFII inh = blocks human COUP-TFII nuclear receptor. HEK293T NGFI-A luciferase reporter, luminescence. inhibition, % at 8.6 µM. 370,000 compounds, 0.7% hits. P24468;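 active = inhibition above a per-plate cutoff, mean inhibition of test wells between control levels plus 3 SD, cut at about 38% in these data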;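 also: cells cotransfected with COUP-TFII expression vector driving the NGFI-A reporter; 0% = median of COUP-TF2 test wells and 100% = reporter-only cells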
# LMP1 NFkB inh = inhibitors of Epstein-Barr LMP1-induced NF-kappaB reporter. LMP1-induced NF-kappaB luciferase reporter cells, luminescence. inhibition, % at 12.5 µM. 350,000 compounds, 0.69% hits. AID 504558; in the data active = inhibition above about 41%; inconclusive = no clear call, values can overlap the other calls;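 also: 0% = neutral control wells and 100% = reference inhibitor control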
# NR5A2 inv ag = inverse agonists of human LRH-1 (NR5A2). HEK293T StAR-luciferase reporter, LRH-1 transfected, 24 h. inhibition, % at 3.6 µM. 360,000 compounds, 0.13% hits;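 active = inhibition above the mean inhibition of all tested compounds plus 3 SD, cut at about 73% in these data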;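 also: 0% = DMSO wells and 100% = reporter-only cells lacking LRH-1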
# NCOA2 inhibitor = inhibits human steroid receptor coactivator 2 | Q15596 | HEK293 GAL4-SRC2 luciferase reporter, luminescence | inhibition, % at 9 µM | 370,000 compounds, 0.17% hits;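 active = inhibition above the mean inhibition of all tested compounds plus 3 SD, set per campaign, cut at about 52% in these data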;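 also: 0% = DMSO treated cells and 100% = cells given Gossypol at 36 µM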
# TLR9-MyD88 inh = blocks human TLR9 binding to MyD88; 340,000 compounds, 0.21% hits; CHO BLA complementation TLR9-MyD88, CCF4 FRET ratio; inhibition, % at 4.98 µM; Q9NR96+Q99836;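 active = inhibition above the mean over all tested compounds plus 3 SD, cut at about 21% in these data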;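 also: 0% = DMSO only wells and 100% = clavulanate BLA inhibitor control wells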
# Active calls of the source: *; u = inconclusive; x = not tested or not shown.
# Start of the data: the first two records (preview)
SMILES,NOD2 RIPK2 PPI,C8 TRAIL sens,NCOA1 inh,NCOA3 inh,Vif imaging,TROY signal inh,COUP-TFII inh,LMP1 NFkB inh,NR5A2 inv ag,NCOA2 inhibitor,TLR9-MyD88 inh
CCCCOC(=O)c1ccc(NC(=O)C2CCCO2)cc1 (stereo unspecified),-18.6,11.9,-83.9,-63.3,3.5,-62.5,-29.4,-35.5,-47.0,-37.5,2.1
CC1CCCN(C(=O)CSc2ncccn2)C1 (stereo unspecified),-5.3,-15.6,-38.1,-14.6,-1.5,-20.8,-14.8,-0.4,-10.3,-11.8,-1.2

# Results (from the top)
SMILES,NOD2 RIPK2 PPI,C8 TRAIL sens,NCOA1 inh,NCOA3 inh,Vif imaging,TROY signal inh,COUP-TFII inh,LMP1 NFkB inh,NR5A2 inv ag,NCOA2 inhibitor,TLR9-MyD88 inh
CCCCOC(=O)c1ccc(NC(=O)C2CCCO2)cc1 (stereo unspecified),-18.6,11.9,-83.9,-63.3,3.5,-62.5,-29.4,-35.5,-47.0,-37.5,2.1
CC1CCCN(C(=O)CSc2ncccn2)C1 (stereo unspecified),-5.3,-15.6,-38.1,-14.6,-1.5,-20.8,-14.8,-0.4,-10.3,-11.8,-1.2
COc1ccc(S(=O)(=O)N(CC(=O)NCc2ccco2)c2ccccc2)cc1OC,-7.0,-7.5,-5.3,-21.6,3.0,20.3,4.3,-5.4,11.1,-2.5,1.4
Cc1cnc(NC(=O)CSC(=S)N2CCOCC2)s1,0.5,-1.5,-39.6,2.4,0.7,-2.6,-4.0,4.1,1.8,-0.9,-9.7
CCc1cccc(C)c1NC(=S)N1CCCCC1c1cccnc1 (stereo unspecified),4.6,-5.7,-0.6,4.8,12.6,10.3,-6.4,2.4,9.9,4.9,5.6
O=C(Nc1ccncc1)c1cccc(S(=O)(=O)N2CCN(c3ccc(F)cc3)CC2)c1,-0.6,31.5,21.9,16.8,-5.1,1.2,47.3*,19.1,24.7,23.2,-0.7
Cn1nc(OCCOc2ccccc2)ccc1=O,-13.3,-23.9,-20.6,10.0,11.5,-8.3,-7.7,3.4,22.6,-7.2,0.6
CCCNC(=O)CSc1nc2ccccc2c(=O)n1CCC,1.1,-7.2,3.5,7.5,-4.5,7.9,-15.6,-0.4,3.0,-2.2,0.8
COc1cc(CN2CCC(C(=O)NC3CCCC3)CC2)ccc1O,2.5,7.2,4.0,-1.6,u,6.2,-6.0,3.7,7.6,-10.2,5.0
NC(=O)Cn1nnc(-c2ccc(C(F)(F)F)cc2)n1,2.7,5.5,-4.6,-4.8,4.8,-20.2,1.1,-3.5,-1.1,1.1,-2.5
COc1ccccc1N(Cc1ccccc1)S(=O)(=O)c1cccc(C(=O)O)c1,-0.5,-0.7,-6.5,18.1,7.6,2.8,-4.6,-6.0,-1.6,22.4,-4.5
CCN1CCN(CC(O)COC(c2ccccc2)c2ccccc2)CC1 (stereo unspecified),-1.4,-6.4,0.1,-13.7,-2.0,-20.3,20.9,-1.3,-24.3,12.5,9.0
CC(=O)c1ccc(NC(=O)C(NC(=O)c2ccccc2)=C(C)C)cc1,-1.1,-2.4,16.9,1.5,u,10.5,-7.6,-0.7,3.7,15.7,-2.9
COc1ccc(S(=O)(=O)N2CCOCC2)cc1C(=O)Nc1cc(C)on1,0.1,6.0,-2.8,2.5,-8.6,2.6,7.9,4.1,8.4,8.3,-8.6
N#C/C(=C/c1ccc(Br)o1)C(N)=O,1.1,-10.5,-2.0,-9.0,x,7.7,-13.6,2.3,-4.2,21.6,0.7
COC(=O)CCc1n[nH]c(=O)[nH]c1=O,-7.2,-2.3,6.9,1.9,10.7,-2.8,-5.7,4.0,7.0,-16.0,0.6
Cc1cc(Cl)c(S(=O)(=O)N2CCSCC2)cc1OCC(N)=O,-4.2,-20.0,-6.0,7.8,-9.0,-13.0,-7.0,1.7,10.2,5.8,-0.4
Cc1ccc(NC(=O)CN(C)C(=O)CSc2nc3ccccc3o2)cc1,-2.2,5.5,-1.8,14.3,-3.9,2.3,2.8,0.2,9.0,-20.1,-4.4
CC1(C)CC(=O)c2cc3c(nc2C1)CC(C)(C)CC3=O,-2.3,11.7,7.8,-6.4,-3.3,-4.2,8.3,12.0,-19.3,-18.1,-0.1
CCC1(C)Cc2ccccc2-c2nc(NCCO)[nH]c(=O)c21 (stereo unspecified),3.3,-7.5,5.4,16.0,19.4,-6.2,5.5,-5.8,17.2,-2.7,-3.1
COCCN(Cc1ccccc1)C(=O)c1cccc(S(=O)(=O)N2CCCc3ccccc32)c1,0.9,11.3,0.9,-7.3,-15.0,25.4,24.2,-5.1,10.1,11.1,-10.8
COc1ccc(CC(N)c2csc(NC(=O)c3ccccc3OC)n2)cc1 (stereo unspecified),-8.0,-12.2,9.2,-16.3,1.7,-3.1,-24.7,x,-11.7,-12.2,x
COc1cccc(C(c2cccc(OC)c2)c2ccccc2C(=O)O)c1,9.7,9.9,0.6,-3.5,-3.7,2.5,5.9,14.7,16.1,-16.2,0.0
N#Cc1c(N2CCN(C(=O)c3ccccc3)CC2)nc(-c2ccccc2)c2c1CCCC2,0.6,10.6,-17.4,-29.9,5.3,3.2,-8.6,-2.3,-10.3,6.7,-8.6
CC1(C)CC(NS(=O)(=O)c2ccc(S(N)(=O)=O)cc2)CC(C)(C)N1,-7.3,-0.8,5.9,-4.6,-5.2,15.8,3.1,-13.7,-2.0,-25.8,-12.5
COc1ccccc1NC(=O)CSc1nnc(-c2ccncc2)o1,6.2,12.4,-8.9,-7.7,-0.9,-15.0,1.3,-8.2,-13.0,-35.0,-10.0
CN(C)S(=O)(=O)c1ccc(NC=O)cc1,-2.2,-0.7,-17.0,13.0,5.4,10.5,3.9,1.0,15.4,10.6,-1.9
CN(C(=O)c1cccc(NC(=O)Cc2ccc(NC(=O)C3CCCN(C(=O)C4CCC4)C3)cc2)c1)C1CCCCC1 (stereo unspecified),-6.1,8.6,0.8,-18.0,-8.1,-4.0,-1.8,-1.6,-11.3,9.8,-17.8
O=c1cnc2ccccc2n1CC1CCCCC1,-5.6,-15.5,-12.7,10.7,-0.4,-13.7,-16.8,0.1,-26.3,-11.5,-5.2
CC(OC(=O)c1ccc2c(c1)C(=O)N(Cc1ccncc1)C2=O)C(=O)Nc1cccc(Cl)c1Cl (stereo unspecified),4.7,-1.1,6.9,12.4,x,9.4,-0.7,-1.8,3.2,-1.0,6.5
Cc1ccccc1N(C(=O)c1snc(C(N)=O)c1N)C(C(=O)NC1CCCC1)c1ccco1 (stereo unspecified),-3.0,-0.9,-1.8,-1.4,-3.3,-10.3,5.6,-4.6,18.7,6.1,-3.7
Cc1cc(C)n2c(Br)c(CSc3nc4ccccc4o3)nc2n1,-3.7,6.9,-30.4,-37.9,-4.2,-17.3,-10.8,-20.5,-58.9,-33.9,4.0
COc1cccc(C(O)c2nc(-c3cncnc3)cs2)c1 (stereo unspecified),7.3,-5.2,6.5,-10.7,23.0,-9.3,-0.4,x,2.9,6.0,x
Cc1ccc(S(=O)(=O)NCC2CCCO2)cc1[N+](=O)[O-] (stereo unspecified),-3.0,-4.2,6.7,20.7,1.9,7.1,-4.5,8.7,10.9,-27.0,3.4
Cn1nc(NC(=O)CC(C)(C)CC(=O)O)c2ccccc21,-7.1,-12.3,-28.5,-6.7,-15.8,-2.7,5.2,3.3,25.4,4.6,x
Cc1ccc(O)c(NC(=O)c2ccco2)c1,13.9,-0.8,-28.2,4.7,7.4,-10.1,-4.4,-16.6,-49.3,-51.3,1.7
CCN(CC)c1ccc(NC(=O)CCNC(=O)c2ccco2)cc1,-14.2,-3.1,-3.9,-13.9,0.0,-10.7,-11.6,5.3,-4.5,-25.0,12.8
COc1cccc(/C=C/C(=O)OCC(=O)c2ccc3c(c2)NC(=O)CO3)c1OC,-7.7,-2.5,7.1,7.5,-7.6,4.1,12.4,3.8,12.1,9.8,-6.6
CSc1ccccc1NC(=O)c1noc2c1CCC2,-7.4,-4.8,-12.3,-12.8,-1.2,-14.8,-20.2,-8.5,-23.3,-25.4,-4.1
Cc1ccc(NC(=O)N2CCC(C(N)=O)CC2)cc1,-2.3,-7.2,-0.6,29.6,0.7,-20.3,-9.7,-2.6,1.2,7.5,4.4
O=C(CCc1ccccc1)N/N=C\C1CC=CCC1 (stereo unspecified),-7.4,-10.3,13.2,-22.3,-8.4,-21.2,-3.6,-2.7,-0.6,-13.0,5.9
O=c1[nH]c2ccccc2nc1/C=C/c1ccc(O)cc1,38.3*,36.0,-80.0,-62.9,u,-11.2,-47.4,-14.3,-63.0,-46.8,36.1*
COc1ccc(OC)c(Cc2nnc(CCC(=O)NC3CCCCC3)o2)c1,-4.3,17.9,-3.4,-11.3,-2.9,-12.3,-5.7,-2.0,-36.2,-12.3,-7.6
Cc1ccc(C)c(S(=O)(=O)N2CCCCC2CCNC(=O)C(=O)NCc2ccccc2)c1 (stereo unspecified),-7.9,27.1,5.6,-13.1,-18.4,6.0,9.5,-11.7,-3.8,10.7,-6.5
CC(C)(C)NC(=O)CSC(=Nc1cccc(F)c1)NC#N,1.4,-4.8,-15.9,-14.0,u,-0.9,-2.1,-8.0,-8.4,-4.6,-0.2
O=S(=O)(NNc1ccc(F)cc1F)c1cccc(Cl)c1,7.4,0.3,6.1,30.4,11.3,15.5,-25.4,-45.6,3.7,2.0,1.2
O=S(=O)(c1cccc2ccccc12)N1CCC2CC1c1cc(Cl)ccc12 (stereo unspecified),-9.0,14.6,-0.6,-26.7,x,-5.3,18.7,-2.8,-20.3,7.7,-0.8
CCNC(=O)C1(C)CCN(C(=O)c2cc(C)oc2C)C1 (stereo unspecified),-0.8,13.0,-12.3,3.5,-8.3,-13.1,-1.8,x,-21.4,2.2,x
O=C(OCC1CC(c2ccccc2)=NO1)c1ccc(Br)cc1 (stereo unspecified),13.8,-4.7,12.3,23.7,0.0,-16.6,-4.5,-9.7,2.7,-1.6,0.4
CCc1ccc(NC(=O)c2cc(-c3ccco3)on2)cc1,-1.0,6.6,-14.5,2.0,x,-12.1,1.7,-25.1,-16.9,0.0,1.7
COc1ccc(-c2sc(Nc3ccccc3)n[n+]2-c2ccccc2)cc1Br,7.5,21.3,-19.1,-20.5,-1.6,11.3,-8.9,3.7,-28.7,-4.0,-30.2
Cc1cccc(C(=O)Nc2sc(-c3ccccc3)cc2C(=O)O)c1,9.0,4.3,-69.8,-24.9,4.8,-5.9,-40.2,-10.4,-84.5,-39.7,-10.2
C=CCOC(=O)C1=C(C)NC(SCC(=O)N(CC)CC)=C(C#N)C1c1ccccc1 (stereo unspecified),-3.2,24.2,-41.1,-98.9,-4.9,-1.9,15.0,-0.1,-14.4,1.6,-3.8
CN(Cc1ccccc1)C(=O)CSc1n[nH]c(N)n1,-2.1,-12.7,-4.6,14.5,-3.0,-7.6,2.8,-1.8,-7.6,0.1,-0.7
O=C(COC(=O)c1cc(S(=O)(=O)Nc2ccccc2Cl)ccc1O)Nc1ccc(F)c(F)c1F,-10.0,-8.5,-16.0,9.0,0.3,45.9,-5.8,-2.0,-5.8,23.0,-11.3

# High-throughput results as filed in PubChem BioAssay.

# An excerpt. The share of hits here may be higher or lower than overall.
